mIAP activ: increases mouse intestinal alkaline phosphatase activity. muIAP, CDP-Star luminescence, 30 min; stronger effect = higher value; 1 = vehicle-only enzyme signal, 0 = enzyme-free wells. 330,000 compounds, 0.24% hits. activation factor at 10 µM;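 active means activation factor of at least 2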; further: the source names both 10 and 20 µM as test concentration; values of inactives mirror those of a sister screen read the other way
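Assay system: mouse IAP enzyme; reagent: chemiluminescent substrate CDP-Star; dosing: test compounds delivered from DMSO solution; schedule: 30 min at room temperature; measured by: luminescence from enzymatic CDP-Star hydrolysis; controls: DMSO-only wells and no-enzyme negative control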
MIN6 prolif: MIN6 beta-cell proliferation induction; MIN6 cells proliferation, ATPlite luminescence, 48 h; cells starved in 0.2% serum; 100% = growth in 10% serum; proliferation, % at 10 µM; 330,000 compounds, 0.29% hits;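 active means compounds whose signal lies at least 3.5 SD above the mean of all wells on their plate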;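 further: 0% = DMSO-treated cells in low-serum medium and 100% = 10% serum control; some compounds called inactive have numbers as strong as hits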
mIAP block: blocks mouse intestinal alkaline phosphatase; AID 2806; inhibition, % at 10 µM; 330,000 compounds, 0.2% hits; purified mouse IAP, CDP-Star luminescence, 30 min;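 active means inhibition of at least 40% at 10 µM in the primary screen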;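 further: plate controls were DMSO with enzyme for no effect and no enzyme wells for full effect; values of inactives mirror those of a sister screen read the other way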
APOBEC3A inh: inhibitors of human APOBEC3A DNA deaminase; P31941; AID 493011; inhibition, % at 20 µM; 330,000 compounds, 0.41% hits; recombinant A3A, FAM/TAMRA ssDNA deamination fluorescence;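 active means at least 40% inhibition at 20 µM here, with at most 30% in a related deaminase screen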;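 further: plate controls were A3A with DMSO for no effect and wells lacking A3A enzyme for full effect; some results filed as inactive read as strong as hits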
Target sequence (P31941 whole entry, looked up): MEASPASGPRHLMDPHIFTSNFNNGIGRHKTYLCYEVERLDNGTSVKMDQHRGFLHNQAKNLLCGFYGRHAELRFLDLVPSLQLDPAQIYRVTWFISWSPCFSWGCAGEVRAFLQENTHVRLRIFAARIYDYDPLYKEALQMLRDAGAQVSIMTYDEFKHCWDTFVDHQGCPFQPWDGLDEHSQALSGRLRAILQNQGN
tim10-1 inh: tim10-1 yeast growth inhibition; S. cerevisiae tim10-1 ts strain growth, BacTiter-Glo, 24 h; inhibition, % at 20 µM; 330,000 compounds, 2.2% hits; AID 463190;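 active means inhibition of at least 40%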;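 further: mutant grown at 25 °C; 0% = DMSO wells with yeast and 100% = wells holding no yeast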
NLRP3 yeast inh: NALP3 inhibition in yeast; Yeast reconstituted NLRP3/ASC/caspase-1, beta-gal luminescence, 24 h; inhibition, % at 10 µM; 330,000 compounds, 0.39% hits;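 active means inhibition of 50% or more; inactive means inhibition below 50%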;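 further: plate controls were induced DMSO wells for no effect and uninduced yeast grown without galactose for full effect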
A3G deaminase: blocks human APOBEC3G single-stranded DNA deamination; Q9HC16; recombinant A3G, ssDNA deamination FAM/TAMRA fluorescence; inhibition, % at 20 µM; 330,000 compounds, 0.28% hits; AID 493012;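 active means inhibition of at least 40% at 20 µM, with no more than 30% in the related APOBEC3A deaminase screen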;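 further: plate controls were DMSO wells with A3G for no effect and wells lacking A3G enzyme for full effect; some compounds called inactive have numbers as strong as hits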
hIAP inh: blocks human intestinal alkaline phosphatase | 330,000 compounds, 0.12% hits | inhibition, % at 10 µM | P09923 | purified IAP, CDP-Star luminescence, 30 min;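 active means inhibition reaching a set limit with compound at 10 µM in the primary screen, cut at about 35% in these data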;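 further: plate controls were DMSO wells with enzyme for no effect and no-enzyme buffer wells for full effect; values of inactives mirror those of a sister screen read the other way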
Target sequence (P09923 whole entry, looked up): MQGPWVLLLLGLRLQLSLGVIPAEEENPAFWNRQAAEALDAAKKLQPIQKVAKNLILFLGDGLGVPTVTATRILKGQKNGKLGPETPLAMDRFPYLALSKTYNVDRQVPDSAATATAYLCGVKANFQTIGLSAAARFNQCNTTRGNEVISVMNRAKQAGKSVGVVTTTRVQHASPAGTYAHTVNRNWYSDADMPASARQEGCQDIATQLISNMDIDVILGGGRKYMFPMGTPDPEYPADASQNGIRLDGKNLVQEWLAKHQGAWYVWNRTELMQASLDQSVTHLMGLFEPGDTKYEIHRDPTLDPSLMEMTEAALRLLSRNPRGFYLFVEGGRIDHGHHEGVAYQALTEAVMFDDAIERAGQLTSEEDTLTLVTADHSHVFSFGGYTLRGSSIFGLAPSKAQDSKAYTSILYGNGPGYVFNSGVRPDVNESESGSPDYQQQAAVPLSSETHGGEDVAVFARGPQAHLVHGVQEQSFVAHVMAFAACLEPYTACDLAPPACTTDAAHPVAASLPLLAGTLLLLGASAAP
TIM10 inh: inhibits growth of TIM10 yeast strain; inhibition, % at 10 µM; 330,000 compounds, 1.4% hits; S. cerevisiae TIM10 strain growth, BacTiter-Glo luminescence, 24 h;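 active means inhibition of 40% or more at the single tested concentration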;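 further: wild-type TIM10 isogenic control strain grown at permissive 25 °C; 0% = DMSO yeast wells and 100% = minimal medium wells without yeast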
Starred values were filed as active, the others as inactive.

Screens by letter: A = mIAP activ; B = MIN6 prolif; C = mIAP block; D = APOBEC3A inh; E = tim10-1 inh; F = NLRP3 yeast inh; G = A3G deaminase; H = hIAP inh; I = TIM10 inh
#1 COC/C=C/C1=CC2=CC(=O)C(C)(OC(=O)c3cnc4ccccc4n3)C(=O)C2=CN1C1CCCCC1 (stereo not given)
  A: 0.94	B: 3	C: 6	D: 3	E: -8	F: 4	G: -4	H: 12	I: 0
#2 CC1=C(C)C(=O)C(CCCCC#CCCCC#CCO)=C(C)C1=O
  A: 0.95	B: -8	C: 4	D: 1	E: 31	F: 11	G: 1	H: 24	I: 20
#3 CC(C)N1CCC(N2CCN(C/C=C/c3ccc(F)cc3)CC2CCO)CC1 (stereo not given)
  A: 0.93	B: 2	C: 7	D: 2	E: -4	F: -2	G: 2	H: 14	I: -4
#4 Cc1cc(N2C(=O)C3CC=CCC3C2=O)no1 (stereo not given)
  A: 1.1	B: -2	C: -9	D: -7	E: 15	F: -4	G: -6	H: 1	I: -3
#5 Cc1cc2cc(CN(CCCO)S(=O)(=O)c3cccc4nsnc34)c(=O)[nH]c2cc1C
  A: 1	B: 1	C: -2	D: 2	E: 14	F: 7	G: 1	H: -6	I: 10
#6 O=C(NCc1cccnc1)c1cccc2c1C(=O)N(C1CCCCC1)C2
  A: 0.94	B: 5	C: 6	D: 5	E: 23	F: 3	G: 0	H: 5	I: 31
#7 CCCN(Cc1ccc(C)cc1)C(=O)c1ccc(CNS(=O)(=O)c2ccc(C(C)=O)cc2)cc1
  A: 0.94	B: -4	C: 6	D: -1	E: 9	F: 0	G: 2	H: -1	I: 25
#8 CS(=O)(=O)/C(C#N)=C\c1cnc(S(=O)(=O)c2ccccc2)s1
  A: 0.84	B: -7	C: 16	D: -1	E: 37	F: 14	G: 5	H: 13	I: 9
#9 Cc1ccc2oc(/N=C(\N)NC(=O)C(C)(C)C)nc2c1
  A: 1	B: -3	C: -5	D: 2	E: 21	F: 71*	G: 2	H: -15	I: 21
#10 O=S(=O)(NC1CCN(Cc2ccccc2)CC1)c1cccc(S(=O)(=O)N2CCOCC2)c1
  A: 0.91	B: -3	C: 9	D: -2	E: 1	F: 2	G: -3	H: 5	I: 7
#11 COc1cccc(C=Nc2ccc(N3CCOCC3)cc2)c1O
  A: 0.95	B: -1	C: 5	D: -5	E: 8	F: 13	G: -4	H: 11	I: -15
#12 COCCNC(=O)c1cc2cc(Cl)cc(Cl)c2oc1=O
  A: 0.95	B: 0	C: 5	D: 0	E: 8	F: 13	G: -5	H: 1	I: 0
#13 O=C(C1CCN(c2ncnc3c2nc2n3CCCCC2)CC1)N1CCN(c2cccc(Cl)c2)CC1
  A: 1.1	B: -7	C: -7	D: -9	E: 39	F: 9	G: -10	H: -32	I: 21
#14 COC(=O)c1ccc(CNC(=O)COC(=O)c2ccc(N(C)C)cc2)cc1
  A: 0.96	B: 2	C: 4	D: -2	E: -14	F: 19	G: 11	H: -11	I: -8
#15 COc1ccc(CN2C(=O)c3cccnc3C2=O)cc1S(=O)(=O)N1CCCCC1C (stereo not given)
  A: 1	B: -3	C: 0	D: 0	E: 6	F: 10	G: -1	H: -16	I: 0

Screens by letter: A = mIAP activ; B = MIN6 prolif; C = mIAP block; D = APOBEC3A inh; E = tim10-1 inh; F = NLRP3 yeast inh; G = A3G deaminase; H = hIAP inh; I = TIM10 inh
#16 O=C(CN(Cc1ccco1)C(=O)CNS(=O)(=O)c1ccccc1)NCc1ccccc1
  A: 1	B: 1	C: -4	D: -4	E: 7	F: 2	G: -5	H: -7	I: -2
#17 Cc1c(NC(=S)NC(=O)c2cccc3ccccc23)cccc1C(=O)O
  A: 1	B: -1	C: 0	D: -3	E: -10	F: -2	G: -2	H: -8	I: 7
#18 O=C(NCc1ccc2c(c1)OCO2)c1nc(Cn2cc([N+](=O)[O-])cn2)no1
  A: 1	B: -1	C: -2	D: -5	E: 19	F: 15	G: -11	H: 0	I: 4
#19 COc1cccc2oc3ccc(C#Cc4ccccn4)cc3c(=O)c12
  A: 0.9	B: -4	C: 10	D: -4	E: 41*	F: 23	G: -11	H: 7	I: 56*
#20 Cc1ccc(-n2nc3c(=O)n(CCCC(=O)NCc4cccc(Cl)c4)nc(C)c3c2C)cc1
  A: 0.97	B: -4	C: 3	D: -3	E: 10	F: 1	G: -5	H: 0	I: 8
#21 COc1ccccc1-n1c(SCC(=O)NC(C)(C)C)nc(O)cc1=O
  A: 0.9	B: 0	C: 10	D: 1	E: 19	F: 4	G: -4	H: -21	I: 14
#22 Cc1ccccc1-c1nc(CS(=O)(=O)CC(=O)NCCCN2CCOCC2)c(C)o1
  A: 0.95	B: -1	C: 5	D: -4	E: -15	F: 10	G: 4	H: 6	I: 6
#23 O=C(NCCNc1ccc(Cl)cc1[N+](=O)[O-])c1cccnc1
  A: 0.92	B: -1	C: 8	D: -1	E: -1	F: 14	G: -3	H: -28	I: -18
#24 CCOC(=O)c1nnc2cc(-c3ccccc3)nn2c1C
  A: 1.1	B: -2	C: -5	D: -6	E: 22	F: 28	G: -9	H: -3	I: -2
#25 COc1ccccc1N1CCN(S(=O)(=O)c2cc(C)sc2C)CC1
  A: 1	B: -4	C: -2	D: 6	E: 24	F: 20	G: 7	H: -2	I: 17
#26 CC(C)c1ccc(N(CC(=O)NC2CCCC2)C(=O)CCC(=O)Nc2nccs2)cc1
  A: 0.97	B: 0	C: 3	D: -2	E: -2	F: -3	G: -3	H: 8	I: 15
#27 CCOC(=O)N1CCN(S(=O)(=O)c2cc(Br)cc3c2N(C(C)=O)C(C)C3)CC1 (stereo not given)
  A: 1	B: 4	C: -5	D: 1	E: 17	F: 15	G: -2	H: 0	I: 18
#28 COc1nc(N(c2ccccc2)c2ccccc2)nc(-n2ccnc2)n1
  A: 0.92	B: 0	C: 8	D: 4	E: -14	F: 8	G: -2	H: -10	I: -25
#29 C=CCn1c(SCC2=C(C(=O)OCC)C(C)NC(=O)N2)nnc1C1CCCCC1 (stereo not given)
  A: 1	B: 1	C: 0	D: -3	E: 1	F: 2	G: -6	H: 1	I: 7
#30 COc1cccc(N2CCN(CC(=O)N3CCN(S(=O)(=O)c4ccc(Cl)cc4)CC3)CC2)c1
  A: 1	B: -2	C: -4	D: 6	E: 17	F: 16	G: -7	H: 23	I: 6

From entry 16 up to 23, as listed above:
Screens by letter: A = mIAP activ; B = MIN6 prolif; C = mIAP block; D = APOBEC3A inh; E = tim10-1 inh; F = NLRP3 yeast inh; G = A3G deaminase; H = hIAP inh; I = TIM10 inh
#16 O=C(CN(Cc1ccco1)C(=O)CNS(=O)(=O)c1ccccc1)NCc1ccccc1
  A: 1	B: 1	C: -4	D: -4	E: 7	F: 2	G: -5	H: -7	I: -2
#17 Cc1c(NC(=S)NC(=O)c2cccc3ccccc23)cccc1C(=O)O
  A: 1	B: -1	C: 0	D: -3	E: -10	F: -2	G: -2	H: -8	I: 7
#18 O=C(NCc1ccc2c(c1)OCO2)c1nc(Cn2cc([N+](=O)[O-])cn2)no1
  A: 1	B: -1	C: -2	D: -5	E: 19	F: 15	G: -11	H: 0	I: 4
#19 COc1cccc2oc3ccc(C#Cc4ccccn4)cc3c(=O)c12
  A: 0.9	B: -4	C: 10	D: -4	E: 41*	F: 23	G: -11	H: 7	I: 56*
#20 Cc1ccc(-n2nc3c(=O)n(CCCC(=O)NCc4cccc(Cl)c4)nc(C)c3c2C)cc1
  A: 0.97	B: -4	C: 3	D: -3	E: 10	F: 1	G: -5	H: 0	I: 8
#21 COc1ccccc1-n1c(SCC(=O)NC(C)(C)C)nc(O)cc1=O
  A: 0.9	B: 0	C: 10	D: 1	E: 19	F: 4	G: -4	H: -21	I: 14
#22 Cc1ccccc1-c1nc(CS(=O)(=O)CC(=O)NCCCN2CCOCC2)c(C)o1
  A: 0.95	B: -1	C: 5	D: -4	E: -15	F: 10	G: 4	H: 6	I: 6
#23 O=C(NCCNc1ccc(Cl)cc1[N+](=O)[O-])c1cccnc1
  A: 0.92	B: -1	C: 8	D: -1	E: -1	F: 14	G: -3	H: -28	I: -18

Compound activity as filed in PubChem.
